CendR NRP1 mod = modulators of CendR peptide binding to NRP-1, primary screen, biochemical, fluorescence polarization, uHTS | AID 602438, 2012 | actives 0.85% (n = 360,000) | inhibition, % at 25 µM | FAM-RPARPAR peptide binding to NRP-1 | Neuropilin-1 (Homo sapiens), O14786;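 active means inhibition or corrected inhibition above about 18%, plus a signal ratio from 0.5 to 1.5, limit read from the data, passing the limit was not always enough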; further: strong numbers were not always called active
MT1-MMP act inh = blockers of MT1-MMP proenzyme processing, primary screen, HT1080 RFP-PRO-GFP cells, GFP/RFP fluorescence; Matrix metalloproteinase-14 (Homo sapiens), P50281; GFP/RFP ratio fluorescence, overnight; percent of plate control window, DMSO zero; GFP/RFP ratio change, % at 20 µM; actives 0.061% (n = 360,000);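 active means GFP/RFP ratio change of at least 30% with cell ATP level not reduced by more than half and red fluorescence within 50% of control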; further: strong numbers were not always called active
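Material: RFP-PRO-GFP reporter HT1080 cells. Dosing: single-point 20 µM compound, 1% DMSO. Controls: DMSO and RFP-L50D-GFP cell wells. Timing: cells overnight before dosing, compound overnight, 37 °C, 5% CO2. Measure: GFP/RFP fluorescence ratio.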
FAS-TE inh = FAS thioesterase domain inhibitors, primary screen, biochemical, fluorescence intensity, uHTS. recombinant FAS-TE, OMFH fluorogenic substrate, fluorescence endpoint. inhibition, % at 15 µM. actives 0.67% (n = 360,000). AID 602261, 2012;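 active means compounds whose normalised, plate-corrected inhibition of enzyme fluorescence in the single-dose primary screen is 50% or more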;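 further: 0% = DMSO with enzyme and 100% = substrate without enzyme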
TbMetRS inhib = T. brucei MetRS inhibitors, primary screen, biochemical, luminescence. methionyl-tRNA synthetase (Trypanosoma brucei brucei). purified T. brucei MetRS, ATP depletion, Kinase-Glo luminescence. inhibition, % at 11.9 µM. actives 0.4% (n = 360,000). AID 624268, 2012;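 active means inhibition above a per-plate cutoff of the control wells' mean inhibition plus 3 SD, cut at about 5.5% in these data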;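 further: 0% = DMSO wells median and 100% = median of wells with control inhibitor compound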
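assay system = parasite MetRS enzyme | timing = 15 min preincubation, 2 h reaction, all 25 °C | evaluation = percent inhibition relative to median high and low control wells | medium = HEPES buffer containing pyrophosphatase, BSA, spermine, DTT | compound = single dose, 11.9 µM final nominal, 0.9% final DMSO | detection = Kinase-Glo luminescence, ATP depletion format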
MsrA inh = bovine MsrA enzyme inhibitors, primary screen, biochemical, absorbance, HTS; Methionine sulfoxide reductase A (Bos taurus); purified bovine MsrA, absorbance read-out; inhibition, % at 15.5 µM; actives 0.75% (n = 360,000); in the data active means inhibition above about 4.5%;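 further: 0% = vehicle wells with enzyme and 100% = reference inhibitor wells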
eLon inh = inhibitors of E. coli Lon protease, primary screen, biochemical, fluorescence polarization. P0A9M0. purified E. coli Lon protease. inhibition, % at 7.94 µM. actives 0.42% (n = 360,000); in the data active means inhibition above about 13%, passing the limit was not always enough;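 further: 0% = enzyme with probe and DMSO and 100% = no enzyme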
Target sequence (P0A9M0 whole entry, looked up): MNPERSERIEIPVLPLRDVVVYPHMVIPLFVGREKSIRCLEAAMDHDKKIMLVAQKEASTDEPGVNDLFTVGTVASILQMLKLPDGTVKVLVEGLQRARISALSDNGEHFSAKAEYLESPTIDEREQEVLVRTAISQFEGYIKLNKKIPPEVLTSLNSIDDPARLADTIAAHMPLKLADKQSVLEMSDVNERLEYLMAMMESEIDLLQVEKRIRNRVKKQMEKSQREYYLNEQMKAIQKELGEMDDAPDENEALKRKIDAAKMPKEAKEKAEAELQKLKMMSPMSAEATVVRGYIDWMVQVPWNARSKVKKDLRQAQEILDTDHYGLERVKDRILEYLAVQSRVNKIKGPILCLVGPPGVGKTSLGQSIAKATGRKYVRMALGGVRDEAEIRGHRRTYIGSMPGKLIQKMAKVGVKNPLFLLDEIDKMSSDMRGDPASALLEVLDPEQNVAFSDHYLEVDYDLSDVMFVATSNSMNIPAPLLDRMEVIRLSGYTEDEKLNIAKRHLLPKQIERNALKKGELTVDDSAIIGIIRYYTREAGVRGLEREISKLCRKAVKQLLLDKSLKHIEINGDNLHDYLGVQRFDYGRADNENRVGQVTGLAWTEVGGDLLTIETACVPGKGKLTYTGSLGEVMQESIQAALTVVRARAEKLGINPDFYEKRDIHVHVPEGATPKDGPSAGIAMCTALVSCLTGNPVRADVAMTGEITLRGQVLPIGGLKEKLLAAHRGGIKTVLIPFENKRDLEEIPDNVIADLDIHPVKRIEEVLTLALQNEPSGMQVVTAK
MsrA act = bovine MsrA enzyme activators, primary screen, biochemical, absorbance, HTS; purified bovine MsrA, absorbance read-out; activation, % at 10.6 µM; actives 0.3% (n = 360,000); AID 602163, 2012; in the data active means activation above about 7.5%;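 further: 0% = vehicle and 100% = reference activator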
SKN-1 block = suppressors of acrylamide-induced Pgst-4::GFP reporter in worms, primary screen, SKN-1 inhibitor project, whole organism, uHTS, GFP/RFP fluorescence ratio, strain VP596 | C. elegans VP596 Pgst-4::GFP/RFP ratio, 24 h | actives 0.49% (n = 360,000) | inhibition, % at 21.8 µM;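 active means interference check ratio from 0.5 to 1.5 plus GFP to RFP signal ratio inhibition reaching or exceeding a fixed threshold, cut at about 30% in these data, passing the limit was not always enough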; further: some compounds called inactive have numbers as strong as hits
MLLE-PAM2 inh = inhibitors of PABP1 MLLE–PAM2 peptide binding, primary screen, biochemical, fluorescence polarization, FITC-PAM2, GST-MLLE | Polyadenylate-binding protein 1 (Homo sapiens), P11940 | inhibition, % at 20 µM | AID 588489, 2011 | actives 0.36% (n = 360,000); in the data active means inhibition above about 35%, passing the limit was not always enough;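 further: plate controls were DMSO wells with GST-MLLE for no effect and wells lacking GST-MLLE protein for full effect; some results filed as inactive read as strong as hits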
The depositor's hits bear a star; nt = not tested or not shown.

Below each compound: CendR NRP1 mod	MT1-MMP act inh	FAS-TE inh	TbMetRS inhib	MsrA inh	eLon inh	MsrA act	SKN-1 block	MLLE-PAM2 inh
#1 COc1cccc(C(C(=O)NC2CCCC2)N(C(=O)c2ccco2)c2ccc(NC(C)=O)cc2)c1OC (stereo not given)
→ 10	-5	-2	-0.5	-0.7	-2	-2	9	0
#2 c1cncc(CSc2nnc3ccc(-c4ccco4)nn23)c1
→ 4	-3	-5	-0.8	-1.0	6	-1	-2	14
#3 CC(C)COc1ccc(C(=O)NCc2ccco2)cc1
→ -5	2	1	-0.1	0.9	-19	-1	3	-4
#4 Cc1c2ccccc2nc2c(F)c(N(C)C)c(F)c(F)c12
→ 124	-69	-6	-0.1	-0.6	117*	-3	22	150
#5 O=C(Cc1cccs1)NCc1cn2ccccc2n1
→ 10	1	-6	-0.1	1.1	2	-3	-12	-13
#6 O=C(CN1CCC(C(=O)c2ccc3c(c2)OCCO3)CC1)Nc1ccccc1F
→ 5	0	8	1.6	2.4	-10	-1	18	1
#7 CCOC(=O)C/C(C)=N/NC(=O)C1CC1(c1ccccc1)c1ccccc1 (stereo not given)
→ 8	-8	-2	0.4	0.4	6	-3	9	-17
#8 CC(OC(=O)c1ccccc1NS(=O)(=O)c1cccc(C(F)(F)F)c1)C(=O)N(C)Cc1ccccc1 (stereo not given)
→ 19	-6	41	-0.5	4.3	5	-1	-1	-8
#9 COc1ccc(C2C3=C(CC(C)(C)CC3=O)N(CC(=O)O)C3=C2C(=O)CC(C)(C)C3)cc1OC
→ 17	-1	-6	-0.1	0.2	10	-1	2	7
#10 COc1ccc(NC(=S)Nc2ccccc2)c(OC)c1
→ 8	3	-6	-1.1	-0.9	0	-7	-1	28
#11 Cc1cccc(CSCCNC(=O)CN(c2cc(C)cc(C)c2)S(C)(=O)=O)c1
→ 0	-4	2	-0.8	1.4	7	-8	-5	9
#12 COc1ccc(Nc2nc3ccccc3nc2-n2nc(C)cc2C)cc1
→ 82	0	25	-0.2	0.8	-8	-3	-13	1
#13 C=C1CCN([C@@H](CC(C)C)C(=O)NCc2ccc(Cl)cc2)S(=O)(=O)c2ccccc21
→ 18	1	22	-0.5	-0.8	14	-4	-2	-6
#14 O=C(NCCOc1ccc(F)cc1)c1ccccc1SCc1ccccc1
→ 0	3	35	-1.2	0.8	1	-11	1	1
#15 COc1ccc(S(=O)(=O)N2CCN(c3ccc(C)cc3C)CC2)cc1OC
→ 17	1	23	-0.8	-0.5	5	-5	7	5
#16 CCN(CCC(=O)Nc1cc(OC)cc(OC)c1)Cc1ccccc1
→ 3	3	-7	0.2	0.1	-4	-1	-17	-14
#17 CCNc1nc(SCC(=O)Nc2ccc(Cl)c(Cl)c2)nc(N(C)C)n1
→ -1	-2	12	-0.1	0.4	-2	-1	7	-16
#18 CCOC(=O)CSc1nc(C(C)(C)C)cc(C(F)(F)F)c1C#N
→ 6	2	8	0.2	-0.3	4	-2	0	2
#19 COc1ccc(-c2ccccc2)cc1NC(=O)c1ccncc1
→ 0	0	1	-0.3	0.6	4	-2	-11	2
#20 Cc1cc(=O)oc(C)c1C(=O)NCCC1=CCCCC1
→ -6	8	-7	-0.1	0.8	4	-3	1	-5
#21 O=C(O)c1ccc(Nc2ccc(F)c(F)c2)c([N+](=O)[O-])c1
→ 14	2	-3	0.5	1.5	0	-4	-8	2
#22 CCN(CC)S(=O)(=O)c1cccc(N=Nc2c(O)c3ccccc3oc2=O)c1
→ -7	0	1	-1.1	-1.0	-9	-5	-5	-6
#23 O=C(O)c1ccc(CSc2nnc(-c3ccccc3Br)o2)cc1
→ -4	-5	-7	-0.2	0.0	4	-2	5	-44
#24 C(=C\c1ccccc1)/CN1CCN(C(c2cccc3ccccc23)c2nnnn2C2CCCC2)CC1 (stereo not given)
→ 10	-1	20	-0.5	1.7	-4	-1	0	-8
#25 O=C(OCC(=O)N1CCCCC1)c1ccc2ccccc2n1
→ -6	-3	-5	-0.2	0.0	-7	-2	19	11
#26 CCc1ccccc1NC(=O)c1noc(C(C)C)c1[N+](=O)[O-]
→ 7	4	0	-0.7	1.3	-1	-3	-10	4
#27 Cc1ccc(C2(C)NC(=O)N(CC(=O)Nc3c(C)n(C)n(-c4ccccc4)c3=O)C2=O)cc1 (stereo not given)
→ 1	-5	-12	-0.1	0.7	7	-3	4	-1
#28 Cc1cc(-c2nnc(SCC(=O)NC3CCCC3)o2)no1
→ 10	-4	-7	0.0	0.2	-8	-2	2	-1
#29 CC1=C(C#N)C(c2ccc3ncccc3c2)C(C#N)=C(C)N1
→ 14	1	-2	-1.4	0.2	2	-10	3	5
#30 O=C(Nc1ccccc1)c1nnsc1S(=O)(=O)c1ccc(Cl)cc1
→ 0	1	70*	-1.4	1.2	-5	-12	13	30
#31 CCCNS(=O)(=O)c1ccc(OCC(=O)NCCCOC)cc1
→ -7	3	-3	-0.5	-0.3	-8	2	-16	-7
#32 COc1cccc(NC(=O)CN(C)C(=O)CCCNC(=O)c2ccc(Cl)cc2)c1
→ 16	11	-5	-0.4	-0.1	0	-3	0	3
#33 COc1ccc(NC(=S)N(CCCN2CCCC(C)C2)Cc2cccs2)cc1 (stereo not given)
→ 2	0	-2	-1.2	0.0	-3	-3	4	-67
#34 CCn1ccnc1CN1CCCCC1C(=O)Nc1ccc(Oc2cccnc2)cc1 (stereo not given)
→ 12	0	-2	-0.6	2.0	8	-7	-13	15
#35 O=C(NNC(=S)NC(=O)c1cn(-c2ccccc2)nc1-c1ccccc1)c1ccncc1
→ -7	1	-2	0.1	2.5	-2	0	4	20
#36 CN1CCN(c2ccccc2NC(=O)c2ccc(-c3ccc(Cl)c(Cl)c3)o2)CC1
→ -5	4	30	-0.1	-1.5	-1	-2	22	-9
#37 N=C1S/C(=C\c2ccco2)C(=O)N1c1ccc2c(c1)OCO2
→ -10	2	-1	0.3	3.2	-11	-3	5	-11
#38 COc1ccc(/C=C2/CCCc3ccccc3C2=O)cc1
→ 5	2	22	-0.6	0.7	-11	-9	5	-3
#39 CSCCC(NS(=O)(=O)c1cccc(C(F)(F)F)c1)C(=O)N1CCN(C(=O)c2ccco2)CC1 (stereo not given)
→ -1	2	-2	-0.3	-1.0	52*	-2	-9	4
#40 CCOC(=O)c1c(NC(NC(C)=O)C(Cl)(Cl)Cl)sc2c1CCCC2 (stereo not given)
→ 3	-7	22	0.2	0.3	-13	-2	10	-125
#41 O=C1CSc2ccc(C(=O)NCC(c3ccco3)N3CCCCC3)cc2N1 (stereo not given)
→ -3	-2	-4	-0.6	0.4	-7	-1	7	4
#42 CC(=O)c1cccc(-c2ccnc3c2CC(C(=O)NCC2CCOCC2)O3)c1 (stereo not given)
→ -7	6	-10	-0.2	0.9	-1	2	-5	-14
#43 N#Cc1nc(-c2cccs2)oc1NCCc1ccccc1
→ -1	6	17	-0.1	2.5	-2	-7	2	11
#44 Cn1nc(C(F)(F)F)c(CO)c1Sc1ccc(F)cc1
→ 1	-5	-4	-0.2	0.5	-3	-9	0	13
#45 Cc1cccc(OCCC(=O)NNC(=O)c2ccoc2C)c1
→ -3	1	-2	-0.5	1.8	3	-9	-20	2
#46 C=CCn1c(SCC(=O)c2ccc(OC)cc2)nnc1-c1ccc2c(c1)OCO2
→ 3	-1	8	-0.5	0.0	4	-3	2	-21
#47 O=[N+]([O-])c1ccc(N2N=C(c3ccccc3)CC2c2ccccc2O)cc1 (stereo not given)
→ -199	-66	-24	-0.2	-0.5	-222	-4	5	-129
#48 CCN(CC)S(=O)(=O)c1ccc(S(=O)(=O)N(Cc2ccccn2)Cc2ccco2)cc1
→ 1	2	9	-0.6	-0.8	5	-13	1	0
#49 Cc1ccnc2nc(C(=O)OCCOc3ccccc3)nn12
→ 2	0	-7	-0.3	-1.6	-3	-2	3	-1
#50 Cc1cccc(C)c1-n1nnnc1C(c1ccnc2ccccc12)N1CCCC1 (stereo not given)
→ 5	0	-8	-1.8	-0.4	-2	-11	-3	nt
#51 Clc1ccc(SCc2cn3ccccc3n2)cc1
→ -8	-1	0	-0.4	-0.9	0	-2	33	8
#52 O=[N+]([O-])/C(C(Cl)=C(Cl)Cl)=C(/Sc1ccccc1)N1CCCCC1
→ 0	-1	25	-1.1	2.3	5	-10	3	22

Laid out differently: results already given
41. O=C1CSc2ccc(C(=O)NCC(c3ccco3)N3CCCCC3)cc2N1 (stereo not given)
  CendR NRP1 mod: -3	MT1-MMP act inh: -2	FAS-TE inh: -4	TbMetRS inhib: -0.6	MsrA inh: 0.4	eLon inh: -7	MsrA act: -1	SKN-1 block: 7	MLLE-PAM2 inh: 4

42. CC(=O)c1cccc(-c2ccnc3c2CC(C(=O)NCC2CCOCC2)O3)c1 (stereo not given)
  CendR NRP1 mod: -7	MT1-MMP act inh: 6	FAS-TE inh: -10	TbMetRS inhib: -0.2	MsrA inh: 0.9	eLon inh: -1	MsrA act: 2	SKN-1 block: -5	MLLE-PAM2 inh: -14

43. N#Cc1nc(-c2cccs2)oc1NCCc1ccccc1
  CendR NRP1 mod: -1	MT1-MMP act inh: 6	FAS-TE inh: 17	TbMetRS inhib: -0.1	MsrA inh: 2.5	eLon inh: -2	MsrA act: -7	SKN-1 block: 2	MLLE-PAM2 inh: 11

44. Cn1nc(C(F)(F)F)c(CO)c1Sc1ccc(F)cc1
  CendR NRP1 mod: 1	MT1-MMP act inh: -5	FAS-TE inh: -4	TbMetRS inhib: -0.2	MsrA inh: 0.5	eLon inh: -3	MsrA act: -9	SKN-1 block: 0	MLLE-PAM2 inh: 13

Compound activity deposited in PubChem by several laboratories.
